Assay outcomes as filed in PubChem.
GLD-1 RNA inh: GLD-1-TGE RNA interaction inhibition (C. elegans). Q17339. actives 0.44% (n = 320,000). AID 2280. inhibition, % at 5.96 µM. purified GLD-1 + fluorescein TGE RNA, fluorescence polarization;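 active = percent inhibition above a per-plate cutoff, the plate mean of test compounds plus 3 SD, cut at about 30% in these data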;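 also: 0% = DMSO wells with GLD-1 and probe and 100% = wells lacking GLD-1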
VLA-4 inh: inhibition in a human VLA-4 binding assay; P13612; VLA-4 expressing cells, ligand binding flow cytometry; inhibition, % (about 7 µM as worked out from the volumes in the protocol); actives 0.2% (n = 330,000); AID 2557; in the data active = inhibition above about 50%
GRK2 inh: human GRK2 inhibition via aptamer displacement. bead flow cytometry, FAM-aptamer displacement from GRK2. inhibition of aptamer binding, % at 10 µM. actives 0.59% (n = 330,000);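 active = inhibition of aptamer binding above 40%, roughly 3 SD of noise, on plates passing a quality check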;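 also: median bead fluorescence of bound FAM aptamer so fluorescent compounds give negative values; no value below 0 was filed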
Target sequence (P25098 whole entry, looked up): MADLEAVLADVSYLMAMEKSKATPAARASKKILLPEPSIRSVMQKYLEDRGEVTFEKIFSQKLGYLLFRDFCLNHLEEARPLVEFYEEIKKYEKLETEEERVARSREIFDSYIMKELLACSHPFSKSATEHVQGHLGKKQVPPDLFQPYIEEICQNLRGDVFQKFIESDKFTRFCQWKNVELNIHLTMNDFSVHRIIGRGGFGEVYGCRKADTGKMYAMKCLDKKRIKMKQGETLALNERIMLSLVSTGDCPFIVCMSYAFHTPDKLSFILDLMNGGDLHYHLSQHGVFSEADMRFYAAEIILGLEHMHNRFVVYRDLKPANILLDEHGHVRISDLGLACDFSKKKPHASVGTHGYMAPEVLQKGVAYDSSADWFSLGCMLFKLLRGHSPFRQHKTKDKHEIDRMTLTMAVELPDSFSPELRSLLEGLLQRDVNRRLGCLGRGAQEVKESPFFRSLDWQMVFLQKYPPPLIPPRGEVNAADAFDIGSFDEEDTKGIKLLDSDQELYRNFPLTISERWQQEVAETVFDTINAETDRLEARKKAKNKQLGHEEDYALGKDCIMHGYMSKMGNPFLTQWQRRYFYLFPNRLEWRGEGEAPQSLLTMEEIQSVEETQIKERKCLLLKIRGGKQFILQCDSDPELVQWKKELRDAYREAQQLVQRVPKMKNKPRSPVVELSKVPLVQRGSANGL
Fam108B counter: counter-screen for RBBP9 inhibitors: inhibitors of mouse Fam108B | AID 1947 | actives 0.33% (n = 300,000) | recombinant Fam108B, FP-Rh probe fluorescence polarization | inhibition, % at 9.51 µM;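 active = inhibition above the screen mean inhibition plus 3 SD, computed separately per campaign, cut at about 18% in these data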;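 also: inhibitors lower polarization as less probe binds the enzyme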
MCL1 BIM primary: inhibitors of human MCL1 binding to BIM-BH3 peptide. Q07820. GST-MCL1 / FITC-Bim-BH3 fluorescence polarization. inhibition, % at 10.9 µM. actives 0.68% (n = 320,000);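 active = inhibition above the mean inhibition of all tested compounds plus 3 SD, set per campaign, cut at about 40% in these data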;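 also: 0% = DMSO wells and 100% = unlabeled Bim-BH3 peptide control; higher means more loss of mP so more displacement of Bim peptide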
Target sequence (Q07820 whole entry, looked up): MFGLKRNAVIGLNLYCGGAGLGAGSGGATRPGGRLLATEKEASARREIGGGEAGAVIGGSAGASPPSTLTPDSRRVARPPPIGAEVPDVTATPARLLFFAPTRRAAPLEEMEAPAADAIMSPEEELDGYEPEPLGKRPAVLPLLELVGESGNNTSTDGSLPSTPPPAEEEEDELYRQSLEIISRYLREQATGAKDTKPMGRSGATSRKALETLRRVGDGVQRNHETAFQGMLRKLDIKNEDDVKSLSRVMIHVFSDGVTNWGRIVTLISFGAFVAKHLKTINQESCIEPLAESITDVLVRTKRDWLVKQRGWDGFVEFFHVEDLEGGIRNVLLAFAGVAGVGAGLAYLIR
MEX-5 binding: C. elegans MEX-5 TCR-2 RNA binding activity | AID 1832 | Q9XUB2 | actives 0.38% (n = 300,000) | MEX-5/FITC-TCR2 RNA binding, fluorescence polarization; hits give low values | activity score (negative = inhibition of binding), % at 10 µM;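 active = inhibition past about -25% in most replicates, and total fluorescence under double the plate's negative control median, limit read from the data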;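 also: 0% = DMSO and -100% = 5 µM competing unlabeled TCR2 RNA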
Bcl-xL primary: inhibitors of human Bcl-xL; Q07817; actives 0.7% (n = 320,000); inhibition, % at 10.9 µM; GST-Bcl-xL / FITC-Bim BH3 peptide fluorescence polarization;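 active = inhibition above the mean of all tested compounds plus 3 SD, cutoff set per campaign, cut at about 30% in these data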;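 also: 0% = DMSO wells and 100% = unlabeled Bim-BH3 peptide competitor; inhibitors lower millipolarization by displacing the labeled peptide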
AGP1-GFP MLPCN: modulators of TOR pathway AGP1-GFP in S. cerevisiae; GFP response vs DMSO, % at 10 µM; actives 0.02% (n = 320,000); S. cerevisiae AGP1-GFP multiplex flow cytometry, 3 h; GFP as percent of DMSO wells;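 active = GFP response relative to DMSO above a set limit, near screen average plus 3 SD, cut at about 150% in these data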;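 also: median GFP channel fluorescence of the gated AGP1 strain per well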
CIT2 TOR yeast: alters CIT2-GFP fluorescence in TOR pathway yeast screen | S. cerevisiae CIT2-GFP strain, flow cytometry, 3 h; 100 means same as DMSO wells | GFP response vs DMSO, % at 10 µM | actives 0.065% (n = 320,000);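 active = GFP response relative to DMSO above a set limit, near the screen mean plus 3 SD, cut at about 150% in these data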;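 also: ratio of well median GFP fluorescence to mean of DMSO wells on the plate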
* hit, by the source's call; / = not tested or not shown; & = joins results of further samples.

SMILES	GLD-1 RNA inh	VLA-4 inh	GRK2 inh	Fam108B counter	MCL1 BIM primary	MEX-5 binding	Bcl-xL primary	AGP1-GFP MLPCN	CIT2 TOR yeast
COc1ccc(Oc2cnn(-c3ccccc3)c(=O)c2Br)cc1	1	1	0	0	3	1.6	5	96	94
CCOC(=O)N1CCC(n2c(SCC(=O)NCCc3ccc(S(N)(=O)=O)cc3)nc3ccccc3c2=O)CC1	9	-3	1	4	4	-4.4	0	99	92
CC(C)(O)C#Cc1ccc(C(=O)Nc2ccc3c(c2)OCO3)s1	10	5	0	2	-5	-0.7	2	93	93
COc1ccc(NC(=O)COC(=O)c2cnccn2)cc1Cl	-4	5	3	2	-17	-1.6	-5	104	100
c1ccc(-c2csc3ncnc(NCC4COc5ccccc5O4)c23)cc1 (centres undefined)	-1	-19	2	1	-3	3.4	1	97	79
CC(C)(C)NC(=O)C1CCC(CNc2c(N3CCCCC3)c(=O)c2=O)CC1 (centres undefined)	0	-4	5	-2	1	0.3	4	96	94
O=C(NCCc1ccccc1)C1CCN(S(=O)(=O)c2ccc(Br)s2)CC1	5	22	0	2	-1	1.3	3	99	93
Cc1ccc(OCCNCc2ccccc2)c(C)c1	-7	6	1	-4	-8	2.6	-5	99	98
COc1cccc(NC(=O)CSc2nc(=O)n(Cc3ccncc3)c3c2CCCC3)c1	-2	-1	1	-3	5	1.6	-4	110	96
Cc1cc(C)cc(NC(=O)c2ccc3nc[nH]c3c2)c1	3	6	0	-2	-18	-0.7	-2	98	111
O=C(CSc1nnnn1-c1ccc2c(c1)OCO2)NCc1cccs1	3	32	0	0	3	-0.1	11	102	95
O=C(CCc1nnc2ccc(N3CCC4(CC3)OCCO4)nn12)N1CCCCC1	0	-2	0	-1	6	-0.9	5	93	97
CC(C)(C)c1ccc(/C=C/C(=O)NCCCN2CCOCC2)cc1	0	7	0	-4	4	0.7	2	103	105
Cc1ccc(CNC(=O)C2CCCN(S(=O)(=O)N3CCC(C)CC3)C2)cc1 (centres undefined)	6	-5	2	1	-1	-1.2	5	100	102
O=C(CNC(=O)c1cccs1)OCC(=O)c1ccccc1	-1	12	0	4	8	-1.4	1	103	98
Nc1nnc(-c2cccnc2)s1	3	-5	0	0	6	2.6	4	107	108
CCOC(=O)C1CCN(C(=O)COC(=O)c2cccc(F)c2)CC1	-1	-11	3	-1	-3	-0.1	0	110	116
CC(NCc1cccs1)C(=O)NC1CCCCC1 (centres undefined)	-6	11	3	-2	1	-2.3	0	98	95
Cc1nn(C)c(C)c1CNC(=O)c1nn2c(c1Cl)NC(c1cccs1)CC2C(F)(F)F (centres undefined)	1	7	1	-1	-1	-1.6	3	104	94
C(=N\Nc1nc(Nc2ccccc2)nc(Nc2ccccc2)n1)/c1cccnc1	7	13	0	-18	8	1.0	1	98	108
COc1ccc(C2=NN(c3ccccc3)C(c3cn(CCC(=O)O)nc3-c3ccccc3)C2)cc1 (centres undefined)	7	11	0	1	10	0.5	7	98	93
COc1ccc(Cc2nc3ccccc3n2C)cc1	-6	6	4	1	3	-0.3	5	95	91
CCCCC(=O)NC1(C(F)(F)F)C(=O)N(Cc2ccco2)C(C)=C1C(=O)OC (centres undefined)	4	-4	3	-2	6	3.1	7	95	100
Cc1ccc(N(C(=O)c2ccc(S(=O)(=O)N3CCOCC3)cc2)C2C=CS(=O)(=O)C2)cc1C (centres undefined)	3	38	2	-1	-3	0.6	0	100	98
CC(C)CC(=O)N/N=C/c1c(N)n(C)c(=O)n(C)c1=O	-2	4	0	-2	4	-2.6	-4	100	99
CCOc1ccccc1OCCCC(=O)ON=C(N)c1ccccc1	5	-14	0	/	9	/	3	99	94
COc1cccc(CN2CCNC(=O)C2CC(=O)NC2CCCC2)c1OC (centres undefined)	4	-9	0	-1	21	2.7	16	111	114
CCN1CCC[C@H]1CNC(=O)c1c(O)c(Cl)cc(Cl)c1OC	4&-2	-21&35	0&5	6&0	24&23	1.1&-1.3	7&4	105&103	101&97
O=[N+]([O-])c1cccc(CN2CCN(c3ncccn3)CC2)c1	5	9	1	-4	-2	1.1	1	97	108
O=C(CS(=O)(=O)c1ccc(F)cc1)NCc1ccccc1	2	21	2	-2	7	2.6	4	95	83
CC(=O)NC(O)C(=O)c1ccco1 (centres undefined)	0	-2	2	-4	-5	1.0	2	99	102
O=C(N/N=C/c1c[nH]c2ccccc12)c1ccc(O)c(O)c1	-1	20	0	-3	4	0.8	8	89	98
Cc1ccc(-c2c(C)n([O-])c3c([n+]2=O)CCC3)cc1	3	2	3	-1	7	0.1	3	112	115
CCn1c(SCC(=O)c2cc(OC)ccc2OC)nnc1C(C)C	-1	16	5	-2	-3	2.5	-8	97	83
CC(=O)Nc1ccc(NC(=O)c2ccc([N+](=O)[O-])cc2Cl)cc1	-8	11	5	-1	-3	-4.6	0	95	105
CCN(CC)CCCNC(=O)c1cc(Nc2ccc(OC)cc2)nc2ccccc12	-8	1	0	4	0	0.1	-1	99	93
O=C(COc1ccc(Cl)cc1)NNC(=S)NCc1ccccc1	3	1	0	2	-5	4.1	-7	99	112
CCOc1ccc(OCC)c(NC(=O)Nc2ccc3c(c2)N(C)C(=O)CS3)c1	4	-6	1	6	1	1.4	2	106	99
CCN(C(=O)Cn1c(=O)oc2cc(S(=O)(=O)N3CCCC3)ccc21)c1ccc(OC)cc1	1	13	3	2	-2	-1.2	2	99	103
CCCCn1c(=O)c(Cc2ccccc2)c(O)c2ccccc21	1	-4	0	-7	0	-2.9	2	99	106

Pulled one by one from the entries so far (4):
SMILES	GLD-1 RNA inh	VLA-4 inh	GRK2 inh	Fam108B counter	MCL1 BIM primary	MEX-5 binding	Bcl-xL primary	AGP1-GFP MLPCN	CIT2 TOR yeast
O=C(CNC(=O)c1cccs1)OCC(=O)c1ccccc1	-1	12	0	4	8	-1.4	1	103	98
COc1ccc(Cc2nc3ccccc3n2C)cc1	-6	6	4	1	3	-0.3	5	95	91
CCCCn1c(=O)c(Cc2ccccc2)c(O)c2ccccc21	1	-4	0	-7	0	-2.9	2	99	106
Nc1nnc(-c2cccnc2)s1	3	-5	0	0	6	2.6	4	107	108

The list continues:
SMILES	GLD-1 RNA inh	VLA-4 inh	GRK2 inh	Fam108B counter	MCL1 BIM primary	MEX-5 binding	Bcl-xL primary	AGP1-GFP MLPCN	CIT2 TOR yeast
COc1cccc(N(C(=O)c2nc3nccc(C)n3n2)c2nc3ccccc3s2)c1	3	10	0	-1	-17	0.4	6	93	100
Cn1ncc([N+](=O)[O-])c1C(=O)NCc1ccccc1	-5	14	0	-3	0	-0.3	-3	100	95
C=C1[C@@H](O)[C@@H]2O[C@]3(CC[C@H](/C=C/[C@@H](C)[C@@H]4CC(C)=CC5(O[C@H](C[C@@](C)(O)C(=O)OC)CC[C@H]5O)O4)O3)CC[C@H]2O[C@@H]1[C@@H](O)C[C@H](C)[C@H]1OC2(CCCCO2)CC[C@H]1C (some centres undefined)	2	36	4	/	/	/	/	95	99
N#Cc1cc2c(nc1SCC(O)CS(=O)(=O)Cc1ccccc1)CCCC2 (centres undefined)	-2	-3	1	-3	7	0.2	2	101	94
O=C(c1ccccc1Oc1ccc(C(F)(F)F)cc1[N+](=O)[O-])N1CCOCC1	4	11	3	2	4	-0.2	2	104	99
COc1ccccc1C(=O)Nc1nc2ccccc2s1	-5	0	/	0	-4	2.9	0	94	101
CCCN1CCN(CCCNC(=O)C(CC)n2nc(C)n3c(cc4occc43)c2=O)CC1 (centres undefined)	1	3	1	-1	4	0.4	2	106	102
CC(=O)Nc1ccc(C(=O)OCC(=O)N(C)C2CCCCC2)cc1	2	-7	0	2	0	3.5	-4	102	103
N#CCSc1nc(Nc2ccc3c(c2)OCO3)c2ccccc2n1	8	9	2	8	6	-2.2	5	94	90
COc1ccc(NC(=O)Cn2nnc(-c3ccccc3F)n2)cc1Cl	-2	11	3	2	1	-1.4	6	101	101
Cc1cc(-c2ccco2)n2c(nc3ccccc32)c1C#N	12	8	0	2	18	-13	26	94	90
CC(=O)c1cn(CC(=O)Nc2ccccc2)c2ccccc12	2	0	0	1	5	3.1	5	105	106
C=CCC[C@@H](Cc1ccc(F)cc1)C(=O)OC[C@H](Cc1c[nH]c2ccccc12)NC(=O)[C@H](CC=C)CC(=O)NCCO	7	-2	0	/	/	/	/	93	91
CN(/N=C/c1ccc(Cl)cc1Cl)c1ncc(Cl)cc1C(F)(F)F	-1	-2	0	0	1	-2.3	1	103	101
CN(C)c1ccc(N=Nc2ccccc2Br)cc1	4	-5	2	2	4	-1.5	0	81	80
Cc1ccc(S(=O)(=O)N2CCN(C)CC2c2ccccc2)cc1 (centres undefined)	2	-22	0	/	-4	/	7	105	102
O=C(NN=C1CCCCCCCCCCC1)c1ccncc1	-3	6	0	3	10	-1.5	0	100	103
Cc1cc(Cl)ccc1OCC(=O)Nc1ccccc1NS(=O)(=O)c1cccs1	6	4	4	-4	2	-0.5	3	103	105
C#CCOCCOCCOCCNc1nc(N2CCN(C(=O)CCCCCCCCCCNC(=O)[C@H]([C@@H](C)CC)n3cc(CCCCCN)nn3)CC2)nc(N2CCN(C(=O)CCCCCCCCCCNC(=O)[C@H]([C@@H](C)CC)n3cc(CCCCN=C(N)N)nn3)CC2)n1	2	-22	0	-7	-8	/	-4	76	84
CCCCCCC1/C(=N/O)CCC1C(=O)OC (centres undefined)	9	-4	1	6	-6	0.9	1	86	89
O=C(Nc1ccc2c(c1)OCCO2)c1cccnc1Oc1ccccc1	2	1	2	2	2	0.9	9	91	95
CC(NS(=O)(=O)c1ccc(Cl)cc1)C(=O)NCCC1=CCCCC1 (centres undefined)	5	-4	0	-5	3	0.3	6	102	100
CCCS(=O)(=O)C(=C1Nc2ccccc2N1)S(=O)(=O)CCC	-8	35	0	5	0	1.8	2	105	101
Fc1ccc(CNC2CCN(Cc3ccccc3)CC2)cc1	-3	13	0	1	3	-1.2	8	100	101
CSc1nsc(SC)c1NC(=O)OC1CCCCC1	3	-23	1	5	10	-1.0	9	97	103
S=c1c2c(nc3nc[nH]n13)CCC2	-1	3	1	-3	-15	0.6	-7	103	98
Cn1nc(C(F)(F)F)c(-c2ccccc2)c1NC(=O)CCC(=O)O	0	19	1	1	1	2.0	3	102	96
COc1cccc(C(=O)N(Cc2cccs2)C2CCS(=O)(=O)C2)c1 (centres undefined)	-3	8	0	-2	8	0.0	6	97	87
COc1ccc(C(C#N)c2nc3ccccc3nc2Cl)cc1 (centres undefined)	/	-2	0	/	/	-1.8	/	92	93
COc1ccc(NC(=O)N2CCC(c3ccccc3)C2)c(OC)c1 (centres undefined)	5	29	4	1	2	-2.6	4	94	82
COc1cccc(C(=O)NC2CCCc3c2cnn3-c2ccc(C)c(C)c2)c1OC (centres undefined)	2	-2	3	-1	1	/	0	100	101
O=C(COc1ccccc1F)Nc1cc(S(=O)(=O)N2CCOCC2)ccc1N1CCOCC1	5	-2	4	0	3	-0.2	1	107	103
O=C(Nc1cccc(NC(=O)c2nccc3ccccc23)c1)c1ccco1	0	16	0	-4	0	/	-1	90	99
CC1CC(C)(C)NC(=S)N1CCC(=O)N1CCN(Cc2ccccc2)CC1 (centres undefined)	0	3	0	6	7	-0.9	5	107	109
O=c1cc(Cl)[nH]c(=O)n1Cc1ccccc1	0	7	0	4	6	0.7	1	104	107
